TNAP activators – stimulation of alkaline phosphatase TNAP activity – biochemical, luminescent, no phosphate acceptor, uHTS, primary screen (AID 1001). purified TNAP, luminescent activation assay, no phosphate acceptor; higher activation fold means a stronger effect. activation fold at 20 µM; hits with a dose series show EC50 in µM. 200,000 tested, 0.03% active; in the data active means activation fold from about 3, or a potency from the dose series; inactive means the rest, 99 in 100 with activation fold below about 1.6; further: many of its hits are not listed in these tables
Salmonella PhoP GFP – PhoP-dependent GFP reporter repression – Salmonella Typhimurium, primary screen (AID 1863) | inhibition, % at 50 µM; hits with a dose series show IC50 in µM | S. Typhimurium PhoP-regulated promoter GFP reporter, 4 h; higher % means a stronger effect | 300,000 tested, 0.16% active;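 active means inhibition over 29.93%, a cutoff 3 SD above the screen mean, later confirmed by dose response; inconclusive means inhibition over 29.93% but no dose response follow-up; inactive means inhibition at most 29.93% or unconfirmed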;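 further: 0% = low Mg2+ inducing control and 100% = high Mg2+ repressing control; strong numbers were not always called active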
RSV antiviral HEp-2 – inhibition of RSV-induced cytopathic effect – HEp-2 cells, primary 10 µM value included (AID 2391); HEp-2 cells, RSV-induced CPE inhibition; higher % means a stronger effect; CPE inhibition, % at 10 µM, or IC50 in µM where a hit was titrated; 310,000 tested, 0.13% active; in the data active means a potency from the dose series; inconclusive means CPE inhibition mostly from about 23% at the one dose, without a potency; inactive means the rest, 99 in 100 with CPE inhibition below about 21%; further: strong numbers were not always called active
PMI inhibitors – MPI enzyme activity inhibition – biochemical, fluorescence intensity, coupled assay, primary screen (AID 1209); 190,000 tested, 0.42% active; inhibition, % at 20 µM, or IC50 in µM where a hit was titrated; purified PMI enzyme, coupled fluorescence intensity; higher % means a stronger effect;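 further: plate controls were DMSO vehicle for no effect and wells lacking substrate for full effect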
WT yeast gro inh – growth inhibition of WT yeast, mitochondrial fusion screen; inhibition, % at 10 µM; AID 1362; mitochondrial fusion phenotypic screen, WT strain; 190,000 tested, 2.1% active; in the data active means inhibition above about 58%; tested in S. cerevisiae
SIAH1 antagonists – Siah-1 peptide-binding antagonists, primary screen, biochemical, fluorescence polarization, rhodamine-plectin, uHTS (AID 1817). 290,000 tested, 0.02% active. displacement, % at 20 µM; hits with a dose series show IC50 in µM. Siah-1 / rhodamine-plectin peptide fluorescence polarization; higher % means a stronger effect;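 active means displacement of at least 50% at 20 µM, with a fluorescence ratio check between 0.3 and a set limit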;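 further: plate controls were Siah plus tracer with DMSO for no effect and tracer alone without Siah for full effect; strong numbers were not always called active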
XIAP antagonists – small molecules displacing peptide from XIAP – biochemical, IAP family, fluorescence polarization (AID 1018) | XIAP BIR domain, fluorescence polarization peptide displacement; higher % means a stronger effect | displacement, % at 20 µM; hits with a dose series show IC50 in µM | 200,000 tested, 0.007% active; in the data active means displacement above about 50%; further: a part of the inactive calls stands beside numbers as strong as those of hits
human PMI inhibitors – human PMI inhibitors, high substrate, primary screen, biochemical, fluorescence intensity, high mannose 6-phosphate (AID 1220); 190,000 tested, 0.66% active; recombinant PMI enzyme, coupled fluorescence intensity; higher % means a stronger effect; inhibition, % at 20 µM, or IC50 in µM where a hit was titrated
Myeloid diff 2 – compounds promoting myeloid differentiation | ER-HoxA9 myeloid progenitors, lysozyme-GFP differentiation, flow cytometry | 360,000 tested, 1% active | calls only at 10 µM;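 active means normalized GFP-positive differentiation at or above the plate's own cutoff, the solvent-only control mean plus 3 SD; inconclusive means no clear call, values can overlap the other calls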;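 further: cells exposed to compound for four days before flow analysis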
WT yeast gro inh mutant strain – second read-out of WT yeast gro inh, no call of its own (marks repeat the call); inhibition, %; mitochondrial fusion phenotypic screen, mutant strain inhibition
Myeloid diff 2 GFP+ MAC1+ % – further read-out of Myeloid diff 2, marked with its call; GFP+ MAC1+ double positive, %; measured here: differentiation confirmed by MAC1 staining
Starred values were filed as active, the others as inactive; i = inactive; ? = inconclusive; · = not tested or not shown. Unless noted, no stated cut-off is given here; in the data, active means inhibition above about 50%; inactive means the rest.

1. COc1ccccc1N1CCN(C(=O)CN2C(=O)c3cccc4cccc(c34)C2=O)CC1
2. COc1ccccc1CNC(=O)C1CC(=O)N(C2CCCC2)C1 (stereo not given)
3. O=C(CSc1ccc([N+](=O)[O-])cn1)Nc1nccs1
4. Cc1cc(Cl)c(S(=O)(=O)Nc2ccc(S(=O)(=O)N3CCOCC3)cc2)cc1OCC(N)=O
5. O=C(O)CCN1CCN(S(=O)(=O)c2ccc3ccccc3c2)CC1
6. CN(CC(=O)NC(=O)NCc1ccccc1)Cc1cccc(Cl)c1Cl
7. CO/N=C(\Cn1ncc(N2CCOCC2)c(Br)c1=O)c1ccc(Cl)cc1
8. Cc1ccccc1CNc1ccc(C(CC(N)=O)NC(=O)c2ccccc2)cc1[N+](=O)[O-] (stereo not given)
assay / entry,1,2,3,4,5,6,7,8
TNAP activators,1,1.1,·,1,·,1.2,1.1,·
Salmonella PhoP GFP,-12%,9%,2%,-3%,0%,10%,4%,-5%
RSV antiviral HEp-2,1.4%,2.0%,2.0%,8.0%,0.6%,10%,3.4%,0.3%
PMI inhibitors,18%,-5%,·,-10%,·,16%,9%,·
WT yeast gro inh,-15,-6,·,-1,·,51,7,·
WT yeast gro inh mutant strain,-22,-24,·,9,·,20,16,·
SIAH1 antagonists,1%,-2%,1%,-5%,9%,-4%,1%,0%
XIAP antagonists,-14%,-4.7%,·,-9.6%,·,-5.5%,-4.1%,·
human PMI inhibitors,7%,1%,·,-10%,·,20%,-1%,·
Myeloid diff 2,i,i,i,i,i,i,i,i
Myeloid diff 2 GFP+ MAC1+ %,0.4,0.9,0.4,1.7,0.6,0.8,0.8,1.4

9. O/N=C/c1cn(-c2ccccc2)nc1-c1cccnc1
10. CCOC(=O)c1cc(NC(=O)c2ccccc2)c(=O)n2c1oc1ccccc12
11. CCOn1c(=O)c(-c2ccc(F)cc2)[n+]([O-])c2ccccc21
12. COc1ccc(CCN=C(N)NS(=O)(=O)c2cc(F)ccc2F)cc1
13. CN(Cc1nc2ccccc2s1)C(=O)c1ccc(F)cc1
14. CC(CCc1ccccc1)NC(=O)CN1CCSc2ccccc21 (stereo not given)
15. CCOP(=O)(c1ccccc1)C(O)c1ccc(Br)cc1 (stereo not given)
16. CS(=O)(=O)N1CCC(C(=O)Nc2cc(C(F)(F)F)ccc2Cl)CC1
assay / entry,9,10,11,12,13,14,15,16
TNAP activators,1.1,1.1,·,·,·,1,1.2,1.1
Salmonella PhoP GFP,0%,-5%,7%,1%,6%,-5%,6%,9%
RSV antiviral HEp-2,2.0%,-0.2%,3.0%,-0.7%,1.6%,-0.8%,4.2%,0.8%
PMI inhibitors,-14%,9%,·,·,·,8%,-8%,0%
WT yeast gro inh,-25,-1,·,·,·,1,-4,-6
WT yeast gro inh mutant strain,0,0,·,·,·,-2,3,6
SIAH1 antagonists,-3%,4%,6%,8%,1%,3%,12%,-2%
XIAP antagonists,-9.4%,-3.1%,·,·,·,-10%,2.7%,-3.0%
human PMI inhibitors,-13%,18%,·,·,·,12%,-3%,-1%
Myeloid diff 2,i,i,i,i,i,i,i,i
Myeloid diff 2 GFP+ MAC1+ %,0.2,0.2,0.3,0.9,0.6,0.5,0.9,3.1

17. COc1ccc(-c2cc(N)n(CCC#N)n2)c(OC)c1
18. CNS(=O)(=O)c1cccc(C(=O)NNC(=O)c2ccc(COc3ccccc3)cc2)c1
19. COc1ccc(C2N(c3cc(C)on3)C(=O)C3CCCN32)cc1OC (stereo not given)
20. COc1cccc(C(=O)NN/C(C)=C/C(=O)C(F)(F)C(F)(F)C(F)(F)F)c1
21. Cc1ccc(O)c(NC(=S)NC(=O)C(C)C)c1
22. CCCCOC(=O)c1[nH]c(C)c(C(=O)OC)c1C
23. COCCCNC(=O)Cn1c(=O)n(CCCCCC(=O)NCc2ccc3c(c2)OCO3)c(=O)c2sccc21
24. O=C(Nc1cnn(Cc2ccccc2)c1)c1cc2nc(-c3ccco3)cc(C(F)(F)F)n2n1
assay / entry,17,18,19,20,21,22,23,24
TNAP activators,1.1,·,1.1,1.3,·,1.1,1.1,1.1
Salmonella PhoP GFP,6%,0%,-6%,4%,3%,15%,-8%,-7%
RSV antiviral HEp-2,-0.6%,2.2%,0.4%,9.2%,1.6%,14%,2.3%,1.0%
PMI inhibitors,-3%,·,8%,-23%,·,14%,-3%,18%
WT yeast gro inh,13,·,-3,9,·,-11,-3,-4
WT yeast gro inh mutant strain,13,·,19,11,·,2,-3,-12
SIAH1 antagonists,2%,-6%,-1%,17%,-4%,-2%,-6%,2%
XIAP antagonists,-13%,·,-11%,-3.6%,·,-6.3%,-5.7%,-1.7%
human PMI inhibitors,-7%,·,14%,-29%,·,14%,-14%,8%
Myeloid diff 2,i,i,i,i,i,i,i,i
Myeloid diff 2 GFP+ MAC1+ %,0.5,2.2,0.5,0.5,0.6,0.4,0.3,1.1

25. COc1ccc(Nc2ncc3c(n2)CC(c2ccccc2)CC3=O)cc1 (stereo not given)
26. CC(=O)c1cccc(CN2CCC(CO)(CCOc3ccccc3)CC2)c1
27. COc1ccc(OC)c(N2C(=O)C(Cl)=C(N3CCCCC3)C2=O)c1
28. COc1ccc(CNC(=O)C2CC(c3cc(C(F)(F)F)cc(C(F)(F)F)c3)=NO2)cc1 (stereo not given)
29. CC(C)(C)C(=O)Nc1nnc(CSCc2ccccc2F)s1
30. COc1ccc(C(=O)COc2ccc(F)cc2)c(O)c1
31. O=c1nc(-c2ccccc2)cc(-c2ccccc2)[nH]1
32. Cc1ccc2oc(-c3cccc(NC(=O)C4CCCO4)c3)nc2c1 (stereo not given)
assay / entry,25,26,27,28,29,30,31,32
TNAP activators,1.1,·,1,·,1.1,·,1.1,1.1
Salmonella PhoP GFP,0%,22%,-7%,0%,10%,-5%,0%,13%
RSV antiviral HEp-2,0.8%,-0.6%,0.6%,0.2%,?,1.9%,1.4%,0.5%
PMI inhibitors,-3%,·,5%,·,1%,·,-5%,11%
WT yeast gro inh,0,·,14,·,2,·,-4,15
WT yeast gro inh mutant strain,-4,·,1,·,-2,·,-9,17
SIAH1 antagonists,-4%,-5%,-4%,-2%,-4%,9%,3%,6%
XIAP antagonists,-3.5%,·,-0.8%,·,-7.2%,·,-1.5%,-7.9%
human PMI inhibitors,5%,·,8%,·,-2%,·,-6%,7%
Myeloid diff 2,i,i,i,i,i,i,i,i
Myeloid diff 2 GFP+ MAC1+ %,5.9,0.2,1.0,1.0,2.1,0.8,1.1,1.2

33. COc1ccc(/C=C(/NC(=O)c2ccccc2)C(=O)N/N=C/c2ccncc2)c(OC)c1
34. O=C1NC(=Nc2ccccc2)c2ccc([N+](=O)[O-])cc21
35. COc1ccc(OC)c(NC(=O)CN2C(=O)C3(OCCCO3)c3ccccc32)c1
36. COc1ccnc(Oc2ccc(F)cc2)c1C(=O)N/C=N/OCc1ccc(F)cc1Cl
37. CCOC(=O)C1=C(c2ccccc2)NC(SCC(=O)Nc2ccc(C)cc2)=C(C#N)C1c1ccco1 (stereo not given)
38. CCOC(=O)Nc1ccc2c(c1)N(C(=O)CN1CCN(C)CC1)c1ccccc1CC2
39. Cc1ccc(C2(C(F)(F)F)NC(=O)N3CCN=C3S2)cc1 (stereo not given)
40. Cc1cc(Br)cnc1NC(=S)Nc1ccc(F)cc1F
assay / entry,33,34,35,36,37,38,39,40
TNAP activators,1.1,1,1.1,1.1,1,·,1.1,0.9
Salmonella PhoP GFP,7%,1%,0%,2%,-10%,6%,8%,1%
RSV antiviral HEp-2,1.1%,1.4%,0.4%,-0.1%,11%,-0.5%,?,7.1%
PMI inhibitors,19%,28%,11%,24%,12%,·,0%,20%
WT yeast gro inh,-20,9,26,7,1,·,2,16
WT yeast gro inh mutant strain,-6,-4,7,-2,-4,·,-2,21
SIAH1 antagonists,-1%,0%,-2%,9%,-1%,-3%,-1%,3%
XIAP antagonists,-7.9%,-4.7%,-5.8%,-3.4%,-7.7%,·,-3.1%,-5.0%
human PMI inhibitors,7%,-7%,5%,20%,2%,·,0%,14%
Myeloid diff 2,i,i,i,i,i,i,i,i
Myeloid diff 2 GFP+ MAC1+ %,0.8,0.3,7.1,1.4,9.3,0.8,2.4,0.6

41. Cc1cc(C)nc(NC(=O)NS(=O)(=O)Nc2ccc(Br)cn2)n1
42. O=C(N/N=C/c1cccs1)c1ccc2ccccc2c1
43. O=C(Nc1cccc2ncccc12)c1ccco1
44. O=C(O)CCC(=O)N(Cc1ccco1)C1CC(=O)N(c2ccccc2)C1=O (stereo not given)
45. COc1cc(C(=O)NCCC(=O)NC2CCCCC2)cc(OC)c1OC
46. O=C(Nc1ccc(Cl)cc1C(=O)Nc1ccc(Br)cn1)c1ccco1
47. N#CCCN(Cc1cccnc1)S(=O)(=O)c1ccc(S(=O)(=O)NC2CCCCC2)cc1
48. COc1ccc2[nH]c(=O)c(CNc3ccccc3)cc2c1
49. O=C(c1cccc(S(=O)(=O)N2CCOCC2)c1)N1CCOCC1
50. Cc1cc(C(=O)CN2CCCCC2)c(C)n1-c1ccc(F)cc1
assay / entry,41,42,43,44,45,46,47,48,49,50
TNAP activators,1,·,·,·,·,1.1,1,1,1.2,1.1
Salmonella PhoP GFP,-4%,18%,-7%,-4%,-2%,-5%,0%,-10%,0%,-2%
RSV antiviral HEp-2,1.4%,-0.5%,1.6%,0.9%,0.7%,1.9%,3.3%,42%,5.2%,0.6%
PMI inhibitors,-4%,·,·,·,·,12%,10%,28%,-5%,13%
WT yeast gro inh,-6,·,·,·,·,79,-5,-16,11,-7
WT yeast gro inh mutant strain,14,·,·,·,·,85,-5,-21,1,-10
SIAH1 antagonists,9%,-4%,1%,13%,31%,1%,-4%,3%,-1%,-5%
XIAP antagonists,-4.7%,·,·,·,·,-0.8%,-6.2%,-4.3%,-1.0%,-19%
human PMI inhibitors,0%,·,·,·,·,6%,3%,44%,-5%,7%
Myeloid diff 2,i,i,i,i,i,?,i,·,i,i
Myeloid diff 2 GFP+ MAC1+ %,0.6,0.4,1.1,0.4,2.1,·,7.1,·,0.8,0.2

Of the compounds above, 2 contain a thiophene ring, fused or not:
23. COCCCNC(=O)Cn1c(=O)n(CCCCCC(=O)NCc2ccc3c(c2)OCO3)c(=O)c2sccc21
42. O=C(N/N=C/c1cccs1)c1ccc2ccccc2c1
assay / entry,23,42
TNAP activators,1.1,·
Salmonella PhoP GFP,-8%,18%
RSV antiviral HEp-2,2.3%,-0.5%
PMI inhibitors,-3%,·
WT yeast gro inh,-3,·
WT yeast gro inh mutant strain,-3,·
SIAH1 antagonists,-6%,-4%
XIAP antagonists,-5.7%,·
human PMI inhibitors,-14%,·
Myeloid diff 2,i,i
Myeloid diff 2 GFP+ MAC1+ %,0.3,0.4

Screening data: PubChem, several laboratories
